mcGAS MS inh = inhibitors of mouse cGAS | 0.18% of 130,000 active | AID 1259397 | recombinant mouse cGAS, cGAMP by RapidFire MS | Q8C6L5 | inhibition, % at 12.5 µM;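 active = inhibition of cGAS enzyme activity at or above 60%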;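 also: enzyme stimulated by 45 bp dsDNA with ATP and GTP substrates; cGAMP share of summed cGAMP plus half ATP and half GTP signals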
Target sequence (Q8C6L5 whole entry, looked up): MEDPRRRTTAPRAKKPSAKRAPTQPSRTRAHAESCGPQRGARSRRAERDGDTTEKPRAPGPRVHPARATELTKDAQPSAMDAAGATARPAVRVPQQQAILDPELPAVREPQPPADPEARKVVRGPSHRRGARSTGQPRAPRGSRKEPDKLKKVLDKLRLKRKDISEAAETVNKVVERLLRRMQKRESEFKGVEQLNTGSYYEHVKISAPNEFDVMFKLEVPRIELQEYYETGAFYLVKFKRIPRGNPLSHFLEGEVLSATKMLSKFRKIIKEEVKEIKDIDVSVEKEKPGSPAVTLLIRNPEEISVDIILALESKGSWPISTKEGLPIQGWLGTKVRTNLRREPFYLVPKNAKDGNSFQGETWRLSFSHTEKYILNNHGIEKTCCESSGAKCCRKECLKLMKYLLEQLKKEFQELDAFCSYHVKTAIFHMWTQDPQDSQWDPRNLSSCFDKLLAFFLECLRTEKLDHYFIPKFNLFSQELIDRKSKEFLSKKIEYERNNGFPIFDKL
* hit, by the source's call. These rows are one share of the data. The share of hits here may be higher or lower than overall.

Compound | mcGAS MS inh
COc1nc(C)nc2[nH]c(=O)c(C)nc12 | -14.0
COCCN1C(=O)COCc2cc(-c3cnn(C)c3)ccc21 | -14.7
O=C(Nc1ccccc1)c1ccc(S(=O)(=O)N2CCCCC2)o1 | -7.9
COc1ccc2[nH]c(CN3CCn4cncc4C3)c(C)c2c1 | -10.6
Cc1cc(NS(=O)(=O)c2ccccc2)c(C)cc1O | -9.2
CCCCN(C)C(=O)c1sc(=O)n(Cc2ccccc2OC(C)=O)c1C | -5.2
CC(=O)Oc1c(-c2ccc(N)cc2)c(-c2cccc(C)c2)nn1-c1ccc(C)cc1 | -10.7
COc1ccc(-c2cc(C(=O)O)n(-c3cc(C)ccc3C)n2)c(OC)c1 | -2.2
CC1(c2ccc3c(c2)CCC3)NC(=O)N(Cc2nccs2)C1=O (configuration not stated) | -32.1
c1ccc(Nc2nc(NC3CCCC3)nc3nccnc23)cc1 | -2.7
COC(=O)C(NC(=O)c1cnccn1)c1cccc(C)c1 (configuration not stated) | -10.3
Cc1c(C(=O)Nc2cccc(Oc3ccccc3)c2)sc(=O)n1Cc1ccc(F)cc1 | -9.7

Looked up above.
mcGAS MS inh result of Cc1cc(NS(=O)(=O)c2ccccc2)c(C)cc1O : -9.2
mcGAS MS inh result of COC(=O)C(NC(=O)c1cnccn1)c1cccc(C)c1 (configuration not stated) : -10.3
mcGAS MS inh result of CC(=O)Oc1c(-c2ccc(N)cc2)c(-c2cccc(C)c2)nn1-c1ccc(C)cc1 : -10.7
mcGAS MS inh result of COc1ccc2[nH]c(CN3CCn4cncc4C3)c(C)c2c1 : -10.6
mcGAS MS inh result of Cc1c(C(=O)Nc2cccc(Oc3ccccc3)c2)sc(=O)n1Cc1ccc(F)cc1 : -9.7
mcGAS MS inh result of CCCCN(C)C(=O)c1sc(=O)n(Cc2ccccc2OC(C)=O)c1C : -5.2
mcGAS MS inh result of COCCN1C(=O)COCc2cc(-c3cnn(C)c3)ccc21 : -14.7

(next part)
Compound | mcGAS MS inh
Cc1cccc(OCC(=O)N2CCc3c(nc(-c4ccccc4)[nH]c3=O)C2)c1C | -8.0
NS(=O)(=O)c1ccc(CCC(=O)N2CCCCCC2)cc1 | -6.0
N#CC1C(=N)Oc2cc(N)ccc2C1c1cccnc1 (configuration not stated) | -11.2
CNc1ccc(-c2ccc(NC(=O)OC)cc2)cn1 | -4.1
Cn1cnnc1Sc1ccc(CN2CCCC(N3CCN(c4ccccc4)CC3)C2)o1 (configuration not stated) | -3.4
O=c1cc(CSc2ccc3ccccc3n2)nc2sccn12 | 8.2
Nc1cc(N)cc(C(=O)N2CCCCC2)c1 | -7.4
CCN(CC)c1ncccc1CNC(=O)c1coc2c1C(=O)CCC2 | -11.1
Cc1ccccc1C(=O)N1CCC1(C)C(=O)NC(C)C (configuration not stated) | -7.8
Cc1cccnc1[C@H](C)NC(=O)C1(c2ccc(F)cc2)CCOCC1 | -14.2
Cc1nn(-c2nc3ccccc3[nH]2)c2c1C(=O)CC(c1ccccc1)C2 (configuration not stated) | -6.3
Cc1ccc(C)c(S(=O)(=O)N2CCN(C(=O)C3CCC3)CC2)c1 | -7.3
O=C(NCCc1ccc(Cl)cc1Cl)C1CSC2(CCNCC2)N1 (configuration not stated) | -0.7
CC(NC(=O)NCc1cccnc1)c1ccc(Cl)c(Cl)c1 (configuration not stated) | 2.8
O=C1/C(=C/c2cccs2)CCC/C1=C\c1cccs1 | -4.3
O=C1CN(C(=O)c2ccc(C3CCCCC3)cc2)CCN1 | -4.3
CC1CCCCN1Cc1ccc(CNC(=O)c2ccc(NS(C)(=O)=O)cc2)cc1 (configuration not stated) | -3.5
OCCC1CN(C(=S)Nc2ccccc2)CCN1Cc1ccncc1 (configuration not stated) | -1.4
CCCCCCSC1=C(C#N)C(=O)NC(CO)S1 (configuration not stated) | 6.1
O=c1c2cc(NCc3ccccc3C(F)(F)F)ccc2nc2n1CCC2 | -9.4
CCOC(=O)c1nn(-c2ccc(C)cc2)c(=O)cc1OS(=O)(=O)c1cc(C)c(OC)cc1C | 1.8
N#CN=C(c1ccccc1)c1ccccc1 | 47.2
O=C1CN(C(=O)Cc2ccc(Cl)c(Cl)c2)c2ccc(S(=O)(=O)N3CCCCC3)cc2N1 | -2.3
CN(CC1COCCO1)c1nc(-c2cccnc2)nc2c1cnn2C (configuration not stated) | -19.7
CC1=C(CCN2CCN(C)CC2)C(C)(C)CCC1 | 5.5
CC(C)Oc1n[nH]c(-c2ccc3c(c2)OCO3)n1 | -1.7
O=c1cc(C(F)(F)C(F)F)oc2ccc(Cl)cc12 | -12.4
CCOc1ccc(C(=O)Nc2cccc(Cl)c2N2CCN(CC)CC2)cc1 | -5.0
CC1CCN(C(=O)C(C)N2CCN(c3ccccc3O)CC2)CC1 (configuration not stated) | -7.9
O=C(Nc1nccs1)c1cc(-c2ccc(Br)cc2)n[nH]1 | 10.8
O=C1CC(Cn2c(=O)oc3ccccc32)c2cnn(-c3ccccc3)c2N1 (configuration not stated) | -9.2
CN1CCN(CCOCc2ccccc2)CC12CCN(C(=O)c1ccco1)CC2 | -12.6
S=C(Nc1ccn(C23CC4CC(CC(C4)C2)C3)n1)NC1CCCC1 | 1.1
Cc1cc(N2CCCCC2)nc(Nc2ccc(NC(=O)CC(C)C)cc2)n1 | -8.4
COc1ccc(-c2csc(NC(=O)c3ccc4c(c3)CCN4S(C)(=O)=O)n2)cc1Cl | -9.4
O=C(O)c1cnc(/C=C/c2ccc(N3CCOCC3)cc2)s1 | -0.1
COc1ccc(CCn2c(CN)n[nH]c2=O)cc1 | 4.1
COc1ccc(-c2ccc(=O)n(Cc3cccc(C(F)(F)F)c3)n2)cc1OC | -12.6
O=C(/C=C/c1cccs1)N(C1CC1)C1(C(=O)Nc2ccccc2)CCCC1 | 15.9
C=CCN(CC=C)C(=O)CSc1n[nH]c(-c2ccc(Br)cc2)n1 | 11.4
Cc1cc(C)n(-c2ccc(C(=O)OCC(=O)N(C)CCC#N)cc2)n1 | 3.8
Ic1ccc(OCCCn2cnc3ccccc32)cc1 | -4.2
O=C(CN1CCSC1=O)NC1(c2ccc(Br)cc2)CCCC1 | 6.6
C=CCNC(=O)NC(=O)CSc1nnc(-c2cccc(Cl)c2)o1 | -7.3
Cn1nnnc1SCCNCc1ccsc1 | -9.3
Cc1ccc2nc(SCC(=O)NC3CCCN(Cc4ccccc4F)C3)[nH]c2c1 (configuration not stated) | -8.4
CCOc1cccc2sc(=NC(=O)c3cc(C)n(CC)n3)n(C)c12 | 11.9
COc1cccc(CN2CCC2(C)C(=O)NCc2cccnc2)c1F (configuration not stated) | -11.3

By substructure: the entries above containing a CF3 group
Compound | mcGAS MS inh
O=c1c2cc(NCc3ccccc3C(F)(F)F)ccc2nc2n1CCC2 | -9.4
COc1ccc(-c2ccc(=O)n(Cc3cccc(C(F)(F)F)c3)n2)cc1OC | -12.6

The results go on:
canonical_smiles	mcGAS MS inh
CCCC1=NN(C(=O)Cc2ccc([N+](=O)[O-])cc2)C(O)(C(F)(F)F)C1 (configuration not stated)	-44.8
Cc1ccc(S(=O)(=O)N2CCN(CCO)CC2)cc1	-1.7
Cc1c(C2CC2)nc2ccc(Br)cc2c1C(=O)O	-3.8
C[C@H]1CC[C@]2(C)CCC(=O)C[C@H]2C1=O	-3.3
CC(=O)Cc1nc2cccnc2nc1CC(C)=O	-6.1
Cn1c(SCC(=O)N2CCN(CC(=O)N3CCCC3)CC2)nnc1C(F)(F)F	-9.7
COc1cccc(-c2cccc(NC(=O)C3CCCCN3C(=O)c3ccncc3)c2)c1 (configuration not stated)	-5.6
O=C1NC2(CCSCC2)Nc2c1sc1ccccc21	0.9
N#CC1C(=N)Oc2n[nH]c(-c3ccc4c(c3)OCO4)c2C1c1ccc(Cl)cc1 (configuration not stated)	-9.1
COc1ccc(C2CC(c3c(O)cc(C)oc3=O)=NCCS2)c(OC)c1 (configuration not stated)	-13.8
O=c1c([N+](=O)[O-])c(N2CCCCC2)c2ccccc2n1-c1ccccc1	-2.7
O=C(Nc1cccc(-n2cccn2)c1)C1CCCN(Cc2ccc(Cl)s2)C1 (configuration not stated)	3.6
CN(C)C(=O)N1CCC(C(=O)N2CCCC(N(C)CCc3ccccc3)C2)CC1 (configuration not stated)	-8.9
COc1ccc(C(C)N2CCCC(CCC(N)=O)C2)cc1Cl (configuration not stated)	-0.7
O=C(CC12CC3CC(CC(Br)(C3)C1)C2)Nc1nc2c(s1)CCCC2	-10.3
COC(=O)C1=C(C(=O)OC)C(CCc2ccccc2)N(c2ccccc2)C(C(=O)OC)=C1C(=O)OC (configuration not stated)	-9.9
N#Cc1ccc(S(=O)(=O)N2CCC(CCc3ccccc3)CC2)cc1	-12.5
CCn1c(C)cc(O)c(C(c2ccc(OC)cc2OC)N2CCN(c3ccccc3F)CC2)c1=O (configuration not stated)	-7.9
CC(C)C(=O)NC(NC(=S)Nc1ccc(C(=O)O)cc1)C(Cl)(Cl)Cl (configuration not stated)	-2.7
O=C(O)CC1CNCCN(C(=O)c2cccc(Oc3ccccc3)c2)C1 (configuration not stated)	0.3
O=C(CSc1nc2ccccc2[nH]1)N1c2ccccc2Sc2ccccc21	-6.6
O=C(NCc1ccc(S(=O)(=O)N2CCOCC2)s1)c1ccccn1	-6.0
OCCC#Cc1ccc(CN2CCCC(CO)(Cc3ccccc3)C2)cc1 (configuration not stated)	-1.3
Cc1noc(C)c1CN(C)C(=S)Nc1cccc(C(F)(F)F)c1	-12.2
NC(=O)CCN(C(=O)C1CSc2ccccc2O1)c1ccc(F)cc1 (configuration not stated)	-7.8
Cc1ccc(C(=O)NCCn2ncccc2=O)cc1C	-0.3
COC(=O)c1cccc(CC2(C)C(=O)Nc3ccc(S(=O)(=O)NC4CCCCC4)cc32)c1 (configuration not stated)	-4.7
Cc1nn(C)c(C)c1-c1cc(C(=O)N2CCOC(C(F)(F)F)C2)n(C)n1 (configuration not stated)	4.3
CCOc1ccc(CN2CCN(c3nc(C)ccc3C(N)=O)CC2)cn1	-27.0
O=C(C(OCC(F)(F)F)c1ccccc1)N1CCN(c2nccs2)CC1 (configuration not stated)	-2.1
CC1(C(=O)NCC2CC2)CCN1C(=O)c1ccco1 (configuration not stated)	-14.8
COc1ncccc1-c1ccc2nc[nH]c2c1	-14.7
CC1(C)C(=O)OC(c2cccs2)C(C)(C)C1=O (configuration not stated)	-22.4
COc1ccccc1N1CCN(CC(=O)c2c(C)[nH]c3ccccc23)CC1	-2.0
CC(=O)Nc1ccc(SCC(=O)N2CCOCC2)nn1	3.5
Cc1[nH]c2ccc(CNC3CCOCC3)cc2c1C	-10.7
CC(C(=O)N(C)C)N1CCc2c(F)ccc(F)c2C1 (configuration not stated)	3.6
Nc1c2c(nn1-c1ccccc1)CCC2	6.2
Cc1ccnn1-c1cccc(Br)c1	-2.0
CCn1nc(CC(C)C)cc1C(=O)N1CCc2[nH]nc(-c3ccccc3)c2C1	-11.0
Cc1c(NC(=O)C2(C)Oc3ccccc3NC2=O)c(C(N)=O)nn1C (configuration not stated)	4.7
CN(C)/C=C1\C(=O)C2SC=CC2S(=O)(=O)N1C (configuration not stated)	-8.1
COCCn1c(C)cc(C(=O)CN2C(=O)NC3(CCCCCC3)C2=O)c1C	-9.5
Cc1ccc2cccc(OCCNC3CCSC3)c2n1 (configuration not stated)	-9.1
NS(=O)(=O)c1cnccc1NN1CCCCCC1	-3.4
Cc1cc(C)n2[nH]c(=O)c(Br)c2n1	-2.0
Cc1ccccc1C1CC(=O)c2cnc(N3CCCCC3)nc2C1 (configuration not stated)	-10.9
COc1cc(C)ccc1OC(C)C(=O)NC1(C#N)CCCCC1 (configuration not stated)	-8.1
CCCCCNC(=O)N(Cc1ccncc1)CC1CCCN1CC (configuration not stated)	-13.7
COc1cc(NCCCc2nnc3ccccn23)ncn1	-14.0

Two compounds drawn at random from the list so far:
canonical_smiles	mcGAS MS inh
CN(C)/C=C1\C(=O)C2SC=CC2S(=O)(=O)N1C (configuration not stated)	-8.1
Cc1ccccc1C1CC(=O)c2cnc(N3CCCCC3)nc2C1 (configuration not stated)	-10.9

(more compounds)
canonical_smiles	mcGAS MS inh
O=C(Nc1cccc(C(F)(F)F)c1)c1cc2ccccc2oc1=O	8.0
Cc1cnc(CNC(=O)Cc2cccc(Cl)c2)o1	1.0
COC(=O)c1ccc(C2CC(=O)Nc3sc(C(=O)c4ccco4)c(N)c32)cc1 (configuration not stated)	-14.1
COc1cc(S(=O)(=O)n2cccn2)c(C)cc1Br	-9.8
CC1SC(=NS(=O)(=O)c2ccc(Cl)s2)N(C2CCCCC2)C1=O (configuration not stated)	-1.7
Oc1ccc(Cc2ccc(O)c3ncccc23)c2cccnc12	-2.1
CC(C)Oc1cc(N2CCCC(C(=O)c3nccn3C)C2)nc(N)n1 (configuration not stated)	-10.6
CCn1nc(C(C)C)cc1C(=O)NC1CCCC(C)C1 (configuration not stated)	3.5
c1ccc(-c2nc3ncccn3c2CN2CCC3(CCNCC3)C2)cc1	48.1
CCC(=O)c1c(-c2ccccc2)nc2n(C)c3ccccc3n12	1.9
Cc1cccc(-c2cn[nH]c2C2CCN(C(=O)c3nn(C)cc3Cl)CC2)c1	-2.9
CSc1ccc(C(c2c(O)cc(C)n(Cc3ccccn3)c2=O)N2CCCCC2)cc1 (configuration not stated)	-7.1
COCCNc1nc2c(c(=O)[nH]c(=O)n2C)n1Cc1ccccc1	-2.1
CN(CCNC(=O)C(F)(F)F)C(=O)CN1C(=O)C(Oc2ccccc2)C1c1ccco1 (configuration not stated)	-8.8
COc1cccc(C(=O)N2CCCC(OCc3ccccc3F)C2)c1 (configuration not stated)	-6.8
C=CCN(Cc1cc(OC)ccc1OC)C(=O)Nc1ccccc1	-3.8
O=C1c2ccccc2C(=O)N1C(=NS(=O)(=O)c1ccccc1)c1ccccc1	-4.5
Cc1cc2oc(=O)cc(CNC(Cn3cccn3)c3ccccc3)c2cc1C (configuration not stated)	-5.4
CCc1nnc(NC(=O)C2CCCO2)s1 (configuration not stated)	-0.3
COCCNC(=S)NN=C1CCC(C(C)(C)C)CC1 (configuration not stated)	-4.9
O=C(CSCc1ccccc1Cl)Nc1ccccn1	-18.8
Cc1cnc(C(=O)NC(C)c2ccccc2OC(C)C)cn1 (configuration not stated)	-5.7
Cc1c(NC(=O)N2CCOCC2)ccc2c1c1ccccc1n2C(C)C	8.0
O=C(NC(CCn1cncn1)c1ccccc1)c1ccc2nc(C3CC3)oc2c1 (configuration not stated)	-1.3
Cc1nc(C(=O)NC(C)c2ccccc2Br)nn1-c1ccc(F)cc1 (configuration not stated)	-10.8

Source: PubChem (Fisher Drug Discovery Resource Center)
